V1aR counter = counter-screen for oxytocin receptor agonists: human V1a receptor agonists. CHO-V1R cells, Fluo-8 calcium fluorescence, agonist mode; 0% DMSO, 100% 3 nM vasopressin. activation, % at 3 µM. 320,000 compounds, 0.25% hits;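 active means activation above the mean activation of all tested compounds plus 3 SD, per screening run, cut at about 20% in these data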;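 further: signal is peak over basal fluorescence ratio across a 100 second FLIPR read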
Target sequence (P37288 whole entry, looked up): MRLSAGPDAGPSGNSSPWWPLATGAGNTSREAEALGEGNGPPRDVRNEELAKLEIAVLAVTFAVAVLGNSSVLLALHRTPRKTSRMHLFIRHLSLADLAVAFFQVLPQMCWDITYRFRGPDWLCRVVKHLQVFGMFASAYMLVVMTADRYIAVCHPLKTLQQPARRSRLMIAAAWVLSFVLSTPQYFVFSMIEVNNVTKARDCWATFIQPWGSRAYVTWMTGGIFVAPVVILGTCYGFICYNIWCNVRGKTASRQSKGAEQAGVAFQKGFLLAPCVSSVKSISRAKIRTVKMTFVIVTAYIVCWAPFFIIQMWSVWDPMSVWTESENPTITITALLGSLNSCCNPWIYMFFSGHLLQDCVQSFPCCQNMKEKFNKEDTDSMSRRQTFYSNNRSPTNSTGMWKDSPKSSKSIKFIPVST
GalR3 antagonist = antagonists of human GalR3. inhibition, % at 3 µM. 360,000 compounds, 0.44% hits. O60755. AID 651719. HEK293 GalR3-CNG cAMP membrane potential fluorescence; galR3 body fused to GalR1 C-terminus;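 active means inhibition above the screen-wide average plus 3 SD, cut at about 13% in these data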;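 further: forskolin and galanin both at EC90 stimulate the cells; cAMP rise reported by CNG channel membrane potential dye signal; 0% = forskolin plus galanin with DMSO and 100% = forskolin alone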
Target sequence (O60755 1-299 limits assumed): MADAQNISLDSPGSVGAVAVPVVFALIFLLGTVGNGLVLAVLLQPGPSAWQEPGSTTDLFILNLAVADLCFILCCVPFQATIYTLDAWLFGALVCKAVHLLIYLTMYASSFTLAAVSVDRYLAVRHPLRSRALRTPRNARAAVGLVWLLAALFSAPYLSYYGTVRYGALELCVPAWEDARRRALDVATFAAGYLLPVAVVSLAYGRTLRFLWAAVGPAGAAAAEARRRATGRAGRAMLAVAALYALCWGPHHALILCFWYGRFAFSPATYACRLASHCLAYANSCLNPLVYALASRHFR
OXTR ag = human OXTR agonism; P30559; CHO-OTR cells, Fluo-8 calcium fluorescence; normalized: DMSO 0%, oxytocin 100%; 320,000 compounds, 0.32% hits; activation, % at 3 µM;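 active means activation above the mean of all tested compounds plus 3 SD, cutoff set per screening run, cut at about 20% in these data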;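 further: peak over basal fluorescence ratio from a 100 s FLIPR kinetic read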
Target sequence (P30559 whole entry, looked up): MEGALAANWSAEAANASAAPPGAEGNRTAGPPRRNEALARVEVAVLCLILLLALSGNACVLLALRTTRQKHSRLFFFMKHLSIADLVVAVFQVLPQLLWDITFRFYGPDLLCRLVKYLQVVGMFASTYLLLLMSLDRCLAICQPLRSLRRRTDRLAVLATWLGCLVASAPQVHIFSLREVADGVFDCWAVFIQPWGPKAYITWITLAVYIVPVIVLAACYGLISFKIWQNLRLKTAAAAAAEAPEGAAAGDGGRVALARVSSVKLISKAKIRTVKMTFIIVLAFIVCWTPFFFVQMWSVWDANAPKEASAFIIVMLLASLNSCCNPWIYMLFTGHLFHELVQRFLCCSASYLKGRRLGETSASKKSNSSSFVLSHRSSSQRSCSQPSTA
Numbers without * were called inactive. This is a subset; rates above refer to the full screens.

Results follow in this order: V1aR counter	GalR3 antagonist	OXTR ag
Cc1noc(C)c1S(=O)(=O)N(C)C[C@H]1Oc2ccc(NS(=O)(=O)c3cn(C)cn3)cc2C(=O)N([C@H](C)CO)C[C@@H]1C
 : 0.7	2.0	0.4
COc1cc(N)c(Cl)cc1C(=O)OCC(=O)NCC1CCCCC1
 : 1.8	-2.3	0.0
C=CCN1C(=O)c2ccc(C(=O)N3CCN(S(=O)(=O)c4ccccc4Br)CC3)cc2C1=O
 : 0.4	-3.4	0.1
O=C(Nc1ccccc1)[C@@H]1CCCN1S(=O)(=O)c1ccc(Cl)cc1
 : -0.3	-5.9	-0.6
Cc1c(C)n2c(SCC(=O)N3CCN(c4ccccc4)CC3)nnc2[nH]c1=O
 : 2.6	-3.6	0.0
CCCCN1CC(=O)N2[C@H]3c4ccc(OC)cc4OC[C@@H]3[C@H](c3ccccc3)[C@]2(C)C1=O
 : 0.2	-5.1	-1.4
Cc1ccc(S(=O)(=O)NCCC(=O)OCc2ccc([N+](=O)[O-])cc2)cc1C
 : 5.0	0.1	4.5
O=C(c1ccco1)N1CCN(Cc2cc(=O)c(OCc3ccccc3Cl)co2)CC1
 : -0.5	0.8	0.0
COc1ccc(S(=O)(=O)N2CCCCC2)cc1NC(=O)CCc1nc2ccccc2c(=O)[nH]1
 : 0.4	-2.8	-0.9
Cc1ccsc1C(=O)N(Cc1nnc(-c2ccccc2Cl)o1)C1CC1
 : 1.6	-2.8	0.7
C=CCn1cnnc1SCC(=O)N(C)CC1COc2ccccc2O1 (centres undefined)
 : 1.4	-7.4	1.5
c1ccc(C[C@H]2CN=C(Nc3ccccc3)N2CC2CCCCCC2)cc1
 : 3.9	-6.6	3.4
CC1CCCCC12NC(=O)N(CC(=O)NNC(=O)c1ccc(Br)cc1)C2=O (centres undefined)
 : 1.3	-4.8	0.6
COC(=O)[C@H](CC(C)C)N(Cc1ccccc1)S(=O)(=O)N(Cc1ccccc1)[C@@H](CC(C)C)C(=O)OC
 : 2.2	8.5	1.5
CCc1ccc(Nc2n[n+](-c3ccccc3)c(-c3cccc(Cl)c3Cl)s2)cc1
 : 1.8	-1.3	-2.0
CCCc1cc(=O)[nH]c(SCC(=O)Nc2ccc(C(=O)Nc3ccccc3OC)cc2)n1
 : 0.4	-1.8	-0.3
COc1ccc(CN(C)C(=O)Cn2cnc3c(SC)nc(N)nc32)cc1OC
 : 0.7	-5.0	-0.2
COCCNC(=O)c1onc(CSc2cccc(OC)c2)c1C(=O)NCCOC
 : 0.6	-4.3	-0.5
O=C(COC(=O)c1ccc(Cl)cc1[N+](=O)[O-])NCc1ccco1
 : -0.4	-2.9	-1.3
Cc1ccccc1OCC(=O)Nc1ccc(N2CCOCC2)cc1N1CCOCC1
 : -0.7	-4.7	-0.5
O=C(OCc1nc2ccsc2c(=O)[nH]1)c1ccco1
 : -0.2	-1.5	0.1
O=[N+]([O-])c1ccccc1CNCCCCCO
 : 0.1	-3.4	0.6
O=C(CN1C(=O)NC2(CCCC2)C1=O)Oc1ccc2ccc(=O)oc2c1
 : 1.9	-7.3	0.7
Cc1ccccc1S(=O)(=O)N1[C@@H](c2ccccc2)C(C(=O)O)=CC[C@H]1c1ccc(Cl)cc1
 : -0.2	-5.3	-2.4
CCOCCCNCC(=O)Nc1cc(S(=O)(=O)N2CCOCC2)ccc1N1CCOCC1
 : 0.9	-6.1	0.8
O=C(CSc1ccccn1)N1CCNC1=O
 : 2.0	-5.4	2.2
Cn1c(SCC(=O)NCC2CCCO2)nc2scc(-c3ccccc3)c2c1=O (centres undefined)
 : 2.4	-7.2	1.2
CC(=O)Nc1ccc(S(=O)(=O)NCC(=O)NNC(=O)COc2ccccc2Cl)cc1
 : -0.9	-2.9	0.8
CCC(O)C(C)(C)C (centres undefined)
 : -0.3	-3.0	0.4
CN(C(=O)COC(=O)C1CSC2(C)CCC(=O)N12)c1ccccc1 (centres undefined)
 : 1.6	0.9	2.6
O=C(CSC(=O)c1ccccc1)Nc1ccccc1F
 : -0.3	-7.4	0.4
O=C(c1ccc(S(=O)(=O)Nc2ccccc2F)cc1)N1CCCCCC1
 : 0.7	-1.5	1.3
COc1ccc(C)cc1S(=O)(=O)Nc1ccc2c(c1)N(C(C)=O)CCC2
 : -0.6	-7.9	0.6
CC(C)(C)c1ccc(CSc2ccc(S(=O)(=O)N3CCOCC3)cn2)cc1
 : 1.1	-5.3	0.6
COc1ccc(CNC(=O)CN2CCN(S(=O)(=O)c3c(C)c(C)cc(C)c3C)CC2)cc1OC
 : 3.3	-5.3	0.7
COc1ccc(C(=O)NCc2cccc(Cl)c2)cc1S(=O)(=O)N1CCOCC1
 : -1.0	-5.2	0.6
O=C1NCCC12C(=O)Nc1ccccc12 (centres undefined)
 : 0.1	-6.1	0.7
CCCCCCCC/C=C\CCCCCCCC(=O)NCCc1ccc(O)c(O)c1
 : -0.6	0.0	-1.2
COc1ccc(S(=O)(=O)Nc2ccccc2OC)cc1N=Nc1c(O)[nH]c(=S)[nH]c1=O
 : 0.0	-2.5	0.2
O=C(c1ccc2c(=O)n(-c3ccccc3)c(=S)[nH]c2c1)N1CCN(c2ccccc2)CC1
 : 2.3	-5.3	3.3
C=CCn1c(SCC(=O)Nc2cc(Cl)ccc2C(=O)O)nc2sc(C)c(C)c2c1=O
 : -0.4	-4.8	0.3
COC(=O)Cn1c(N)[n+](Cc2ccccc2)c2ccccc21
 : 0.4	-5.0	1.2
CC1CCCCC1NC(=O)c1ccc(-n2cncn2)c([N+](=O)[O-])c1 (centres undefined)
 : 0.3	-1.4	-0.2
COCC(C)n1c(COc2ccccc2F)nnc1SCC(=O)Nc1oc(C)c2c(C)n[nH]c(=O)c12 (centres undefined)
 : -0.6	-2.6	-0.4
CC(=O)Nc1ccc(NC(=O)COC(=O)c2ccccc2SCC(=O)N2CCCC2)cc1
 : -0.5	-3.3	0.0
Cc1ccsc1C(=O)NNC(=O)c1cccc(S(=O)(=O)N2CCCC2)c1
 : -0.3	-4.4	0.8
O=C(O)C1CCCCN1C(=O)c1ccc(S(=O)(=O)N2CCCCCC2)cc1 (centres undefined)
 : 1.1	1.5	-0.4
C=CCN(c1ccccc1)S(=O)(=O)c1cccc(C(=O)Nc2cccc(C)n2)c1
 : -0.1	-2.9	0.0
COc1cc(NC(=O)Cn2cnc3c(SC)nc(N)nc32)cc(OC)c1OC
 : -0.3	1.0	-0.9
CN(C)S(=O)(=O)c1ccc(C(=O)Nc2ccc3nc(N4CCOCC4)sc3c2)cc1
 : 2.5	-6.0	2.3
O=C(NCC(c1ccco1)N1CCCC1)c1ccc(S(=O)(=O)Nc2ccccc2Cl)cc1 (centres undefined)
 : 2.5	-6.4	4.8
Cc1c(NC(=O)COC(=O)c2ccc(O)cc2)c(=O)n(-c2ccccc2)n1C
 : -0.8	1.3	0.7
N=C(N)c1ccc(N)cc1
 : -0.7	-3.2	1.8
O=C(COC(=O)c1ccccc1O)Nc1cc(S(=O)(=O)N2CCCCCC2)ccc1Cl
 : -0.2	-6.2	-0.8
CSc1ccccc1NC(=O)CN(C)C(=O)/C=C/c1ccccc1
 : -0.3	-1.0	-1.0
O=C(NC1CC1)C1CCN(S(=O)(=O)c2ccc(Cl)c([N+](=O)[O-])c2)CC1
 : -0.1	-3.3	0.7
COc1ccccc1-c1nnc(SCC(=O)c2c(N)n(C3CC3)c(=O)[nH]c2=O)n1C
 : -0.3	-1.7	-0.4
CC(C)(C)c1ccc(C(=O)N2CCN(c3ccc(N4CCOCC4)nn3)CC2)cc1
 : 1.0	-0.2	-0.5
COc1cccc(CC(=O)OC(C)C(=O)Nc2ncc(Cl)cc2Cl)c1 (centres undefined)
 : 0.0	-1.6	-1.6
CCOc1ccc(CN(C)C(=O)c2ccc3c(c2)NC(=O)C(C)S3)cc1OC (centres undefined)
 : 8.4	-6.5	6.4

The list goes on:
Results follow in this order: V1aR counter	GalR3 antagonist	OXTR ag
C=CCC[C@@H](Cc1ccc(F)cc1)C(=O)OC[C@@H](NC(=O)[C@@H](CC=C)CC(=O)N(CCO)Cc1ccccc1)c1ccccc1
 : 4.8	-6.6	4.9
C[C@H](CO)N1C[C@H](C)[C@@H](CN(C)S(=O)(=O)c2ccc(F)cc2)Oc2ccc(NC(=O)Nc3ccc4c(c3)OCO4)cc2C1=O
 : 0.6	-6.3	0.2
COC(=O)c1c(C)[nH]c(C(=O)OCc2csc(CC(=O)Nc3ccccc3C)n2)c1C
 : 4.1	1.3	0.5
CC(C)Cn1c(SCC(=O)NCCCN2CCCC2=O)nc2ccccc21
 : 1.4	-2.7	-0.3
COc1ccc(C(=O)NCCS(=O)(=O)NCc2ccccc2)cc1
 : -1.1	-2.8	-1.2
CCN(CC)C(=O)CN1C(=O)C2(OCC(C)(C)CO2)c2ccccc21
 : 0.0	-3.4	-0.8
O=C(O)C[C@H]1c2cc(F)ccc2S(=O)(=O)N1C1CCCC1
 : 0.8	-1.0	0.6
O=C(COC(=O)C1CCN(c2ccc(C(F)(F)F)cn2)CC1)c1ccc(Cl)cc1
 : 2.0	-4.4	1.2
CC(=O)Nc1ccc(S(=O)(=O)NCC(=O)OCC(=O)NNC(=O)c2ccccc2)cc1
 : 1.3	-5.7	0.1
O=C(CCNS(=O)(=O)c1ccccc1Cl)N1CCN(c2ccccn2)CC1
 : 0.7	-3.8	-0.7
COc1ccc2oc(C(=O)OCC(=O)N3CCCC(C)C3)c(C)c2c1 (centres undefined)
 : 1.9	-2.9	-0.2
Cc1noc(C)c1NC(=O)N(C)C[C@H]1Oc2c(NS(=O)(=O)c3cccs3)cccc2C(=O)N([C@H](C)CO)C[C@@H]1C
 : 1.0	-5.4	1.2
O=C(C[C@H]1C/C=C\C[C@H](Cc2ccc(F)cc2)C(=O)O[C@@H](c2ccccc2)CNC1=O)N[C@H](CO)Cc1ccccc1
 : 59.8*	-6.8	44.6*
COc1ccc(F)cc1C1=CC(=O)C[C@H](c2ccc3c(c2)OCO3)C1
 : -0.1	-3.9	-0.6
N#CCCN(C(=O)CSc1n[nH]c(=O)[nH]c1=O)c1ccccc1
 : 0.0	-2.6	1.0
CCCn1c(N)c(C(=O)CSc2nc3ncc(Cl)cc3[nH]2)c(=O)[nH]c1=O
 : 1.3	-2.8	1.3
COC(=O)[C@]1(C)N[C@H](CN(C)S(=O)(=O)c2ccc(C(F)(F)F)cc2)[C@@H]2C(=O)N(C)C(=O)[C@@H]21
 : 1.6	-6.3	0.1
CCOC(=O)[C@H]1[C@H]2COc3ccc(OC)cc3[C@H]2N2C(=O)CNC(=O)[C@@]12C
 : -0.1	-3.1	0.8
O=C(NCC1CCCN1S(=O)(=O)c1ccccc1)c1cccc(Cl)c1 (centres undefined)
 : -1.2	4.5	-0.9
O=C(COC(=O)c1ccccc1OC(F)F)Nc1ccc2[nH]c(=O)[nH]c2c1
 : 1.6	-0.2	1.3

Filtered by structure, the compounds so far containing a CF3 group (two)
Results follow in this order: V1aR counter	GalR3 antagonist	OXTR ag
O=C(COC(=O)C1CCN(c2ccc(C(F)(F)F)cn2)CC1)c1ccc(Cl)cc1
 : 2.0	-4.4	1.2
COC(=O)[C@]1(C)N[C@H](CN(C)S(=O)(=O)c2ccc(C(F)(F)F)cc2)[C@@H]2C(=O)N(C)C(=O)[C@@H]21
 : 1.6	-6.3	0.1

Continued:
Results follow in this order: V1aR counter	GalR3 antagonist	OXTR ag
Cc1sc2ccccc2c1CNC[C@H]1O[C@@H](n2cnc3c(N)ncnc32)[C@H](O)[C@@H]1O
 : 2.4	-6.1	3.9
O=C(COC(=O)COc1ccccc1)Nc1ncc(Cl)cc1Cl
 : 2.7	-4.9	0.9
O=C(CSc1nccc2ccccc12)N1CCN(Cc2ccc3c(c2)OCO3)CC1
 : 2.4	-0.6	0.7
CSCCC(NC(=O)COc1ccccc1)C(=O)N(C)CC(=O)Nc1c(C)cccc1C (centres undefined)
 : -0.5	-5.5	-1.9
[O-]/[N+](=C\c1ccccc1)c1ccc(Br)cc1
 : 0.3	-6.1	0.8
CN(CC(=O)Nc1cccc(F)c1)C(=O)c1ccc(C2SCCS2)cc1
 : 7.5	-4.1	6.8
O=C(CSc1n[nH]c(-c2ccc(Br)cc2)n1)NC1CCCC1
 : 7.0	-0.7	4.0
CCN(CC(=O)Nc1cc(Cl)ccc1C)C(=O)C1CC1
 : -0.5	1.6	0.2
CC(C)n1nc(C(=O)NC2CCCCCC2)c2ccccc2c1=O
 : -1.7	-2.8	-2.1
CN(C)Cc1c(C(C)(C)O)[nH]c2ccc(C(F)(F)F)cc12
 : 1.0	4.0	2.6
CCOC(=O)C1=C(COC(=O)CCc2ccc(F)cc2)NC(=O)NC1C (centres undefined)
 : 2.4	-5.4	0.0
Cn1c(=O)c(C(=O)c2ccccc2)c(O)c2ccccc21
 : -0.7	-5.8	-0.3
CCN1C(=O)[C@H]2[C@@H](c3ccc(-c4ccc5c(c4)OCO5)cc3)N[C@@](Cc3ccccc3)(C(=O)OC)[C@H]2C1=O
 : 2.2	1.4	2.4
CN(C)CCn1c2c(c(SCC(=O)NCc3ccccc3)nc1=O)CCC2
 : -1.1	-3.7	-0.7
CN(C)c1ccc(C(CNS(=O)(=O)c2ccc3ccccc3c2)N2CCOCC2)cc1 (centres undefined)
 : -0.7	1.2	-0.4
CCCN(C(=O)CSc1ccccc1C(=O)O)C1CCS(=O)(=O)C1 (centres undefined)
 : -0.7	-1.4	0.7
NS(=O)(=O)c1cc(Cl)c(NC(=O)COC(=O)c2ccccn2)c(Cl)c1
 : 0.5	-4.6	1.2
Cc1ccc(S(=O)(=O)Nc2ccc(C(=O)NCCCN3CCOCC3)cc2)cc1[N+](=O)[O-]
 : 0.4	0.7	-0.3
Cc1cccc(N2CCN(C(=O)c3ccc4nccnc4c3)CC2C)c1 (centres undefined)
 : 1.2	-5.4	0.2
